S aureus QS inh: S. aureus quorum sensing inhibition; S. aureus RN6390 RNAIII-GFP reporter, AIP-induced, flow cytometry 3 h; inhibition, % at 2 µM; 24,000 compounds, 0.3% hits;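 active = share of bacteria positive for the green fluorescent reporter and its mean brightness both inhibited by 50% or more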;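 also: 0% = AIP-stimulated control and 100% = unstimulated bacteria without AIP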
S aureus QS inh GFP MFI %: second read-out of S aureus QS inh, no call of its own (marks repeat the call); inhibition, %; measured here: inhibition of GFP MFI
* hit, by the source's call. Not all compounds are listed. The share of hits here may be higher or lower than overall.

Below each SMILES: S aureus QS inh | S aureus QS inh GFP MFI %
- CCOC(=O)C(O)(c1ccc(N(CC)S(=O)(=O)c2ccccc2)cc1)C(F)(F)F (stereo not given)
  8.3 | 15.3
- Cc1cc(N2C(=O)C3CCCN3C2c2ccc(Cl)c(Cl)c2)no1 (stereo not given)
  5.6 | 20.2
- c1ccc(C2NCc3ccccc3-n3cccc32)cc1 (stereo not given)
  -1.4 | -64.4
- O=C(NCC(c1cccnc1)N1CCN(c2ccc(F)cc2)CC1)Oc1ccccc1 (stereo not given)
  1.6 | 6.6
- CC(NC(C)(C)C)C(=O)c1cccc(Cl)c1 (stereo not given)
  -2.8 | -2.9
- CCC(=O)N1CC(=O)Nc2ccc(Cl)cc2C1c1ccc(F)cc1 (stereo not given)
  2.9 | 10.3
- O=C1C2CCCN2C(c2cccnc2)N1c1ccc(Cl)cc1 (stereo not given)
  -8.0 | -5.9
- CC(=O)C1C2c3ccccc3OC1(C)N=c1s/c(=C/c3cn(C)nc3C)c(=O)n12 (stereo not given)
  0.0 | 0.4
- COc1cc2c(cc1OC)C(C(=O)N1CCC3(CC1)OCCO3)C(c1ccccc1F)N(C)C2=O (stereo not given)
  -6.8 | -9.9
- CCCCn1c(O)c(C(CC)=Nc2cccc(C(=O)O)c2)c(=O)[nH]c1=O
  -0.8 | 2.5
- CCn1nc(-c2ccccc2)nc2c(=O)n(C)c(=O)nc1-2
  3.6 | 4.5
- CC(Oc1ccc(-c2ccccc2)cc1)C(=O)O (stereo not given)
  -0.7 | -0.6
- c1ccc(Cn2ccnc2)cc1
  -2.7 | -42.2
- O=c1[nH]c(=O)n(-c2ccc(F)cc2)c(O)c1C=Nc1ccccc1N1CCCC1
  0.2 | 50.3
- Cc1cc(N2C(=O)C3CCCN3C2c2ccccc2)no1 (stereo not given)
  -5.1 | -38.3

Overlap with the part before: three entries, then new ones.
Below each SMILES: S aureus QS inh | S aureus QS inh GFP MFI %
- c1ccc(Cn2ccnc2)cc1
  -2.7 | -42.2
- O=c1[nH]c(=O)n(-c2ccc(F)cc2)c(O)c1C=Nc1ccccc1N1CCCC1
  0.2 | 50.3
- Cc1cc(N2C(=O)C3CCCN3C2c2ccccc2)no1 (stereo not given)
  -5.1 | -38.3
- CCOC(=O)C1=C(C)N(C)C2(C)CC1c1ccccc1O2 (stereo not given)
  8.1 | 22.0
- CCC(=NCCCN1CCOCC1)c1c(O)n(Cc2ccccc2)c(=O)[nH]c1=O
  -2.1 | -5.5
- COc1ccccc1N1CCN(C(CNC(=O)Oc2ccccc2)c2cccnc2)CC1 (stereo not given)
  -9.7 | -18.1
- C=C1CC[C@@]2(O)[C@H]3Cc4ccc(O)c5c4[C@@]2(CCN3CC2CC2)[C@H]1O5
  -5.7 | -15.9
- Cc1nc2cc(-c3ccccc3)nn2c(C)c1CCC(=O)N1CCC2(CC1)OCCO2
  -3.8 | -19.8
- C=CCN1C(=O)C2(C(C(=O)OCC)=C(N)Oc3c2c(=O)oc2ccccc32)c2ccccc21 (stereo not given)
  -1.3 | -13.8
- CCCS(=O)(=O)N1CCCC(C(=O)N2CCC3(CC2)OCCO3)C1 (stereo not given)
  5.7 | 13.4
- CC1(C)CC(=O)C=C(NCCN2CCN(C(=O)Cc3ccc(Cl)cc3)CC2)C1
  -1.0 | -26.2
- Cn1ncnc2c(=O)n(C)c(=O)nc1-2
  -1.3 | -1.6
- COc1cccc(-c2nc(CS(=O)CC(=O)N3CCC4(CC3)OCCO4)c(C)o2)c1 (stereo not given)
  -2.0 | -1.5
- CN(C)CCN=Cc1c(O)n(-c2cccc3ccccc23)c(=O)[nH]c1=O
  0.0 | 1.9
- Cc1ccc2cc3cc(C(=O)N4CCC5(CC4)OCCO5)oc3nc2c1
  -1.0 | -62.2
- COCCOC(=O)C1=C(C)OC(N)=C(C(=O)OC)C12C(=O)Nc1ccccc12 (stereo not given)
  -3.7 | 0.5
- CC1(C)C(c2ccccc2)=NC(c2cccnc2)N1O (stereo not given)
  -2.9 | -9.6
- CCn1c(C)c(C(=O)O)c2cc(OC)ccc21
  -0.3 | -4.6
- CC(C)[C@@]1(NC(=O)[C@@H]2C[C@@H]3c4cccc5[nH]cc(c45)C[C@H]3N(C)C2)O[C@@]2(O)[C@@H]3CCCN3C(=O)[C@H](Cc3ccccc3)N2C1=O
  40.8 | 82.0
- CP(C)(=O)CCC(=O)O
  -14.4 | -28.7
- O=C(O)c1nonc1-c1nonc1C(=O)O
  -2.4 | -7.5
- CC#CP(=O)(OCC)C(O)(c1ccccc1)C(F)(F)F (stereo not given)
  -0.5 | -5.5
- CCOC(=O)C1CN(C)CCC1=O (stereo not given)
  -1.6 | -0.2
- c1cncc(CNC2=NCCCCC2)c1
  -0.1 | -15.2
- NCCc1ccc(O)cc1
  -0.3 | -9.8
- Cn1c(C(=O)N2CCC(C(=O)N3CCC4(CC3)OCCO4)CC2)cc2sccc21
  -3.1 | -6.7
- c1ccc2c(c1)OCC(C1=NCCN1)O2 (stereo not given)
  -1.2 | 5.9

Entries above containing four or more nitrogen atoms:
Below each SMILES: S aureus QS inh | S aureus QS inh GFP MFI %
- O=C(NCC(c1cccnc1)N1CCN(c2ccc(F)cc2)CC1)Oc1ccccc1 (stereo not given)
  1.6 | 6.6
- CC(=O)C1C2c3ccccc3OC1(C)N=c1s/c(=C/c3cn(C)nc3C)c(=O)n12 (stereo not given)
  0.0 | 0.4
- CCn1nc(-c2ccccc2)nc2c(=O)n(C)c(=O)nc1-2
  3.6 | 4.5
- O=c1[nH]c(=O)n(-c2ccc(F)cc2)c(O)c1C=Nc1ccccc1N1CCCC1
  0.2 | 50.3
- CCC(=NCCCN1CCOCC1)c1c(O)n(Cc2ccccc2)c(=O)[nH]c1=O
  -2.1 | -5.5
- COc1ccccc1N1CCN(C(CNC(=O)Oc2ccccc2)c2cccnc2)CC1 (stereo not given)
  -9.7 | -18.1
- Cc1nc2cc(-c3ccccc3)nn2c(C)c1CCC(=O)N1CCC2(CC1)OCCO2
  -3.8 | -19.8
- Cn1ncnc2c(=O)n(C)c(=O)nc1-2
  -1.3 | -1.6
- CN(C)CCN=Cc1c(O)n(-c2cccc3ccccc23)c(=O)[nH]c1=O
  0.0 | 1.9
- CC(C)[C@@]1(NC(=O)[C@@H]2C[C@@H]3c4cccc5[nH]cc(c45)C[C@H]3N(C)C2)O[C@@]2(O)[C@@H]3CCCN3C(=O)[C@H](Cc3ccccc3)N2C1=O
  40.8 | 82.0
- O=C(O)c1nonc1-c1nonc1C(=O)O
  -2.4 | -7.5

Assay outcomes as filed in PubChem BioAssay.
